Screening results (PubChem BioAssay)
HSP90 inh = blocks HSP90-mediated luciferase refolding in reticulocyte lysate; Rabbit reticulocyte lysate, luciferase refolding luminescence, 3 h; inhibition, % at 5.6 µM; 290,000 tested, 0.91% active; AID 1789;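 active = inhibition above the screen-wide mean plus 3 SD, computed separately per campaign, cut at about 16% in these data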;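 note: 0% = DMSO wells and 100% = 60 µM geldanamycin wells; inhibitors lower the luminescence because luciferase stays unfolded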
GSK3beta inhib = blocks human GSK3beta kinase activity; P49841; GST-GSK3beta kinase, ADP-Glo luminescence, 60 min; stronger effect = lower value; activity score (negative = inhibition), % at 10 µM; 300,000 tested, 0.038% active; AID 2097;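 active = more than half of replicate wells score below -50%, meaning over 50% inhibition versus plate controls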;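 note: 0% = median DMSO wells and -100% = median GW8510 positive control wells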
Target sequence (P49841 whole entry, looked up): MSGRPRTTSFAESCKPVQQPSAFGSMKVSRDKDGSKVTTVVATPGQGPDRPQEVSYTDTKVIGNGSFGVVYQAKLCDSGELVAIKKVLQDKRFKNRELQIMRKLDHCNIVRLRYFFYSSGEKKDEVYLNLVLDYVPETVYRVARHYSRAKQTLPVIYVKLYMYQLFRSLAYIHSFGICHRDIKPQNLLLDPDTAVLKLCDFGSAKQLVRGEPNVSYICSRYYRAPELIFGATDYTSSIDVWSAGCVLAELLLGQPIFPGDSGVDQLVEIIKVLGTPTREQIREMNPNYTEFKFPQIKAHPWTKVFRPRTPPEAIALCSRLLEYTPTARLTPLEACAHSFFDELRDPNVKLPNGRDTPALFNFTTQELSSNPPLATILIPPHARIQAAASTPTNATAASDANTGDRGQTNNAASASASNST
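Assay system: GST-tagged human GSK3beta kinase, cell-free; Input: 1.6 ng GSK3beta; Medium: Tris/MgCl2 kinase buffer; Timing: 60 min enzyme reaction, room temperature; Signal: ADP-Glo luminescence quantifying ADP generated by kinase; Evaluation: score relative to plate controls; Benchmarks: DMSO neutral wells and GW8510 at 20 µM as positive.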
IEC-6 cytotox = kills IEC-6 intestinal cells in KLF5 counter-screen | IEC-6 cytotoxicity, luminescence viability | inhibition, % at 5 µM | 290,000 tested, 0.78% active; in the data active = inhibition above about 22%;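 note: 0% = plate median of test compound wells and 100% = cytotoxic reference compound wells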
PolyA inhibitor = inhibitors of polyadenylation in S. cerevisiae; S. cerevisiae SKY197-pL101 polyadenylation reporter, beta-gal luminescence; efflux-impaired pdr1/pdr3 knockout yeast; score 100 = 6 SD above DMSO; calls only at 12 µM; 300,000 tested, 0.02% active; AID 1875;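 active = lowest replicate activity score at least 50, where 100 means six control SD above control mean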;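 note: yeast exposed to compound for 9 h at 30 °C; higher score means more reporter readthrough which indicates perturbed polyadenylation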
HSF-1 act = increases HSF-1 driven luciferase reporter signal; NIH3T3-HGL HSF-1 luciferase reporter, MG132, 8 h; 100% = twice DMSO control signal; activation, % at 9 µM; 300,000 tested, 1.7% active;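 active = mean replicate activation of at least 50% with a set share of replicates each reaching 50%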;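 note: 0% = median of the neutral control wells and 100% = twice that signal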
GSK3 alpha inh = inhibitors of human GSK-3 alpha kinase; AID 2650; P49840; inhibition, % at 10 µM; ADP-Glo luminescence, 60 min; 320,000 tested, 0.1% active;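 in the data active = inhibition above about 50%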;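 note: GST-tagged GSK-3 alpha with peptide substrate and 25 µM ATP; 0% = DMSO neutral wells and 100% = GW8510 positive control wells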
Target sequence (P49840 whole entry, looked up): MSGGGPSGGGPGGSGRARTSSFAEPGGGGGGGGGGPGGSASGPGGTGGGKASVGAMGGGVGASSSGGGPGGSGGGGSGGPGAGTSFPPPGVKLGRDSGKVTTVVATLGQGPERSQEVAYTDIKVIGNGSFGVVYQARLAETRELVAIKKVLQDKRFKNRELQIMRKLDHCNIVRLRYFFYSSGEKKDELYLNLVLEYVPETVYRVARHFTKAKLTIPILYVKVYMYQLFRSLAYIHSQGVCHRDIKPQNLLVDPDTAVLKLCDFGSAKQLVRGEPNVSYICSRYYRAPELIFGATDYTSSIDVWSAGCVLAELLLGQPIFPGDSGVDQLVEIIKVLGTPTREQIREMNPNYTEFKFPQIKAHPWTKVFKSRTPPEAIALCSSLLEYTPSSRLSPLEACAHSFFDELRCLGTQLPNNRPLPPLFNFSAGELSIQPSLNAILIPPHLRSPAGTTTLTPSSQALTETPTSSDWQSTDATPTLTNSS
aSyn UTR inh = MLPCN primary screen, SNCA 5' untranslated region; alpha-synuclein 5'UTR reporter, inhibitor activity; inhibition, % (tested at 7.5 µM); 300,000 tested, 0.82% active; AID 1813; in the data active = inhibition above about 60%;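 note: H4 neuroglioblastoma cells stably carrying SNCA 5'UTR luciferase fusion; 0% = DMSO wells and 100% = positive control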
HSF1 inh = HSF1 inhibition. NIH3T3-HGL HSE-luciferase, MG132-induced, luminescence 8 h; stronger effect = lower value. 300,000 tested, 0.77% active. activity change, negative = inhibition, % at 7.5 µM (by protocol);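 active = more than half of replicate wells show activity change below -50%, luminescence cut by over half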;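 note: luciferase reports HSF-1 transcriptional activity via heat shock element; 0% = median of DMSO wells and -100% = zero luminescence signal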
KLF5 inhibitor = kruppel-like factor 5 inhibition; DLD-1 KLF5 promoter-luciferase reporter, luminescence; inhibition, % at 5 µM; 290,000 tested, 0.23% active;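 active = inhibition above a per-plate limit of that plate's mean compound inhibition plus 3 SD, cut at about 60% in these data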;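 note: 0% = DMSO wells and 100% = LY294002 at 200 µM; higher means less KLF5 promoter-driven luciferase light; inactives centre near -14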
AI-2 QS modul = Vibrio harveyi AI-2 quorum sensing modulation. AID 2094. Vibrio harveyi JMH597 AI-2 luminescence/OD600 ratio, 9 h; stronger effect = lower value; strain lacks LuxN and CqsS sensors; 0 = neutral-control median. 300,000 tested, 0.4% active. activity change, % at 7.5 µM; in the data active = activity change below about -75%, passing the limit was not always enough;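 note: luminescence divided by OD600 gain over 9 h not by final OD600 alone; inactives centre near 13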
* hit, by the source's call; i = inactive; . = not tested or not shown. These rows are one share of the data; rates above refer to the full screens.

Short keys: A = HSP90 inh; B = GSK3beta inhib; C = IEC-6 cytotox; D = PolyA inhibitor; E = HSF-1 act; F = GSK3 alpha inh; G = aSyn UTR inh; H = HSF1 inh; I = KLF5 inhibitor; J = AI-2 QS modul
> CC(C)(C)C(=O)O/N=C(\N)COc1cccc(Cl)c1
  A: 0 | B: -7 | C: 1 | D: i | E: 26 | F: -1 | G: -125 | H: 24 | I: -31 | J: -28
> Cc1cccc(S(=O)(=O)c2c(N)n(/N=C/c3ccco3)c3nc4ccccc4nc23)c1
  A: -2 | B: -3 | C: -4 | D: i | E: 26 | F: -1 | G: 16 | H: 19 | I: -8 | J: 26
> CC1Cc2ccccc2C(=O)N1 (stereo unspecified)
  A: 2 | B: -6 | C: 4 | D: i | E: -5 | F: -2 | G: 13 | H: 0 | I: -18 | J: 15
> COc1ccc(N(CC(O)Cn2nnc3ccccc32)S(=O)(=O)c2ccc(C)cc2)cc1 (stereo unspecified)
  A: 1 | B: 2 | C: -2 | D: i | E: -7 | F: -3 | G: 16 | H: 1 | I: -24 | J: 38
> Cc1c(NC(=O)c2ccccc2)c(=O)n(-c2ccccc2)n1C
  A: 3 | B: -5 | C: 4 | D: i | E: -9 | F: . | G: -2 | H: -3 | I: -32 | J: -8
> Cc1ccccc1N1C(=O)c2ccccc2C1Nc1cccnc1 (stereo unspecified)
  A: 3 | B: -1 | C: 2 | D: i | E: 9 | F: 4 | G: 1 | H: 0 | I: -51 | J: 21
> CSc1nc(=S)n(Cc2ccccc2)c(C)c1C(C)=O
  A: -1 | B: 1 | C: 9 | D: i | E: 41 | F: -3 | G: -16 | H: 13 | I: -13 | J: 10
> COc1cccc(CN2CC(C(=O)NCCc3ccc(C)o3)CCC2=O)c1 (stereo unspecified)
  A: -2 | B: 2 | C: -3 | D: i | E: -5 | F: . | G: 3 | H: -4 | I: -27 | J: 6
> Cc1oc(C(C)(C)C)c(CN2CCOCC2)c1C(=O)O
  A: 2 | B: 1 | C: -2 | D: i | E: 1 | F: -3 | G: 17 | H: -2 | I: 0 | J: 10
> O=C(COc1ccc2ccc(=O)oc2c1)N1CC[C@@]2(O)CCCC[C@H]2C1
  A: -4 | B: -3 | C: 1 | D: i | E: 9 | F: 2 | G: 3 | H: 0 | I: -33 | J: 27
> Cc1ccccc1N1C(=S)NC2c3ccccc3OC1(C)C2C(=O)N(C)C (stereo unspecified)
  A: 3 | B: -5 | C: 2 | D: i | E: -9 | F: 0 | G: -9 | H: -14 | I: -20 | J: 2
> C/C(=N/NC(=O)c1ccc(Br)s1)c1ccncc1
  A: -3 | B: 2 | C: 11 | D: i | E: 22 | F: 0 | G: -7 | H: 5 | I: -25 | J: 14
> COc1ccc(C(=O)Nc2ccc(SC(F)F)cc2)cc1
  A: -3 | B: -1 | C: 3 | D: i | E: 44 | F: 1 | G: -160 | H: 17 | I: -126 | J: 24
> O=C(N/N=C/c1c(O)ccc2ccccc12)c1[nH]ncc1Br
  A: -3 | B: -1 | C: 10 | D: i | E: 32 | F: 2 | G: 106* | H: 15 | I: 23 | J: 63
> COc1cccc(NC(=O)C(NCC(C)(C)CN(C)C)c2ccccc2)c1 (stereo unspecified)
  A: 0 | B: 0 | C: -1 | D: i | E: 20 | F: -2 | G: -17 | H: -1 | I: -3 | J: 0

Short keys: A = HSP90 inh; B = GSK3beta inhib; C = IEC-6 cytotox; D = PolyA inhibitor; E = HSF-1 act; F = GSK3 alpha inh; G = aSyn UTR inh; H = HSF1 inh; I = KLF5 inhibitor; J = AI-2 QS modul
> CCCN=C(C)C1=C(O)c2ccccc2C1=O
  A: -1 | B: -3 | C: -6 | D: i | E: 34 | F: 1 | G: -94 | H: 17 | I: -55 | J: -7
> O=C(CSc1n[nH]c(-c2cccs2)n1)NCc1cccs1
  A: -1 | B: 0 | C: -2 | D: i | E: -11 | F: -3 | G: -16 | H: 3 | I: 3 | J: 21
> O=c1cc(COc2ccccc2[N+](=O)[O-])nc2sccn12
  A: 1 | B: 0 | C: 1 | D: i | E: 9 | F: -1 | G: -83 | H: 4 | I: 5 | J: 9
> O=C(NCc1ccco1)c1cc(-c2ccccc2)c(N2CCOCC2)s1
  A: 5 | B: -4 | C: -6 | D: i | E: 21 | F: 1 | G: -10 | H: 6 | I: 4 | J: 75
> NC(=O)C1CCN(CC(=O)Nc2nc(-c3ccccc3)cs2)CC1
  A: 4 | B: 0 | C: -11 | D: i | E: -55 | F: 1 | G: 3 | H: -48 | I: -2 | J: 12
> O=C(N/N=C/c1cccnc1)c1cc(C2CC2)nc2ccccc12
  A: -1 | B: -10 | C: 3 | D: i | E: -1 | F: 1 | G: 5 | H: -1 | I: -30 | J: -7
> Cc1ccc(C)c2[nH]c(=O)c(CN(CCN3CCCC3)C(=O)Nc3ccc(F)cc3)cc12
  A: 0 | B: 0 | C: 6 | D: i | E: 11 | F: 3 | G: 8 | H: 6 | I: -27 | J: 18
> Cc1ccc(-c2noc(CNC(=O)COc3ccccc3C)n2)cc1
  A: -2 | B: 2 | C: -5 | D: i | E: 0 | F: -2 | G: -10 | H: -8 | I: -16 | J: 17
> Cc1nn(C2CCS(=O)(=O)C2)c(Cl)c1/C=C/C(=O)OCC(N)=O (stereo unspecified)
  A: 1 | B: 1 | C: 2 | D: i | E: -7 | F: 1 | G: 5 | H: -4 | I: -27 | J: 17
> Cc1ccc(S(=O)(=O)NNC(=O)c2ccc(F)cc2)cc1
  A: -2 | B: 0 | C: -2 | D: i | E: 0 | F: 1 | G: 10 | H: 2 | I: -22 | J: 8
> CCOc1ncccc1C(=O)OCC(=O)c1ccc(C)c(C)c1
  A: 0 | B: 1 | C: -2 | D: i | E: 22 | F: -3 | G: -26 | H: 10 | I: -18 | J: 14
> Cc1cc(NS(=O)(=O)N(C)C)ccc1C(C)C
  A: 4 | B: -1 | C: 11 | D: i | E: -21 | F: 3 | G: 15 | H: -4 | I: -9 | J: 22
> Cc1ccccc1/C=N/NC(=O)c1sccc1C
  A: 3 | B: -3 | C: 4 | D: i | E: 55* | F: -1 | G: -176 | H: 37 | I: -115 | J: 24
> CCCc1nc(-c2ccc(-c3ccc(F)cc3)cc2)no1
  A: -2 | B: 1 | C: -6 | D: i | E: 17 | F: 1 | G: -145 | H: 7 | I: -11 | J: 9
> Cn1c2c(c(=O)n(C)c1=O)C(c1ccc(F)cc1)C(C#N)=C(N)O2 (stereo unspecified)
  A: 4 | B: 0 | C: 3 | D: i | E: -7 | F: 2 | G: -4 | H: -3 | I: -21 | J: 17

Short keys: A = HSP90 inh; B = GSK3beta inhib; C = IEC-6 cytotox; D = PolyA inhibitor; E = HSF-1 act; F = GSK3 alpha inh; G = aSyn UTR inh; H = HSF1 inh; I = KLF5 inhibitor; J = AI-2 QS modul
> CNS(=O)(=O)c1cn(CC(=O)NCc2cccc(OC)c2)cc1S(=O)(=O)NC
  A: -3 | B: 3 | C: 4 | D: i | E: 4 | F: -3 | G: 4 | H: -3 | I: -26 | J: 20
> COc1ccc(N2CCN(c3nc4ccccc4nc3NS(=O)(=O)c3ccccc3)CC2)cc1
  A: 0 | B: 0 | C: 0 | D: i | E: 28 | F: 2 | G: -7 | H: 6 | I: -34 | J: 16
> CCOc1ccc(CSCCNC(=S)Nc2ccccc2)cc1
  A: 4 | B: 0 | C: 0 | D: i | E: -8 | F: -2 | G: 17 | H: -7 | I: 6 | J: 7
> Cc1ccc(-c2nnc(N3CCN(C(=O)COc4cccc(C)c4)CC3)c3ccccc23)cc1
  A: 8 | B: 1 | C: 3 | D: i | E: 30 | F: 1 | G: 26 | H: 4 | I: 16 | J: -16
> CC1(C)OC(C)(C)/C(=C/Nc2ccc(O)cc2)C1=O
  A: 2 | B: -3 | C: -8 | D: i | E: -6 | F: 1 | G: 37 | H: -6 | I: -3 | J: 14
> Cc1cccc(NC(=O)c2sc(NC(=O)COc3ccccc3)c(C#N)c2C)c1C
  A: 8 | B: 0 | C: 2 | D: i | E: -6 | F: 0 | G: -13 | H: 2 | I: -42 | J: 5
> COc1cc(NC(=O)n2ncc3cc(Cl)ccc32)cc(OC)c1
  A: -2 | B: 1 | C: 5 | D: i | E: 38 | F: -1 | G: -186 | H: 22 | I: -40 | J: 12
> O=C1CSC(c2cn(-c3ccccc3)nc2-c2ccccc2)N1Cc1ccco1 (stereo unspecified)
  A: 3 | B: 3 | C: 4 | D: i | E: 5 | F: 1 | G: 18 | H: 15 | I: -19 | J: 15
> S=C(Nc1ccccc1)N1N=C(c2cccs2)CC1c1cccs1 (stereo unspecified)
  A: 1 | B: -4 | C: 2 | D: i | E: 28 | F: -1 | G: -6 | H: 14 | I: -19 | J: -3
> FC(F)(F)c1cnc(N2CCSCC2)c(Cl)c1
  A: 3 | B: 1 | C: -1 | D: i | E: -1 | F: -2 | G: -10 | H: -2 | I: -8 | J: 22
> COc1ccc(OC)c(C(=O)N2CCC(CCC(=O)NC3CC3)CC2)c1
  A: 4 | B: 1 | C: 4 | D: . | E: 12 | F: -1 | G: -6 | H: 2 | I: -13 | J: 10
> CC(C)=C(NC(=O)c1ccccc1)C(=O)NCc1ccccc1
  A: -2 | B: 4 | C: 2 | D: i | E: -14 | F: -1 | G: -9 | H: -8 | I: -31 | J: 20
> CCNc1ccc(C(=O)Nc2ccc3nc(C)sc3c2)cc1[N+](=O)[O-]
  A: -5 | B: 0 | C: -5 | D: i | E: 6 | F: 1 | G: -24 | H: 6 | I: -4 | J: 27
> CCN(CC)C(=O)C(C)OC(=O)COc1ccc(Cl)cc1Cl (stereo unspecified)
  A: 0 | B: -3 | C: -5 | D: i | E: -25 | F: -1 | G: -10 | H: -2 | I: -25 | J: 5
> O=C(NCCSCc1ccco1)c1ccc(=O)[nH]c1
  A: -1 | B: 0 | C: -2 | D: i | E: -3 | F: -4 | G: 11 | H: -1 | I: 12 | J: 21

Short keys: A = HSP90 inh; B = GSK3beta inhib; C = IEC-6 cytotox; D = PolyA inhibitor; E = HSF-1 act; F = GSK3 alpha inh; G = aSyn UTR inh; H = HSF1 inh; I = KLF5 inhibitor; J = AI-2 QS modul
> COC(=O)c1cn(-c2ccccc2)nc1C(=O)OC
  A: 1 | B: -1 | C: -5 | D: . | E: -6 | F: 0 | G: 1 | H: -3 | I: -8 | J: 7
> COc1ccccc1NC(=O)N1CCc2c([nH]c3ccccc23)C1C(F)(F)F (stereo unspecified)
  A: 3 | B: 0 | C: -2 | D: i | E: 19 | F: -2 | G: 2 | H: 0 | I: -12 | J: 46
> O=S(=O)(NCc1ccco1)N1CCOCC1
  A: 0 | B: 0 | C: -2 | D: i | E: -14 | F: 0 | G: 1 | H: 1 | I: -33 | J: 11
> CC1CCN(C(=O)CSc2nc3ccccc3s2)CC1
  A: -6 | B: 2 | C: -2 | D: i | E: 54* | F: -2 | G: -154 | H: 30 | I: -136 | J: -33
